GlmU inhibition = inhibition of mycobacterial GlmU enzyme – biochemical, glucosamine-1-phosphate acetyltransferase (AID 1376). Bifunctional protein GlmU (Mycobacterium tuberculosis (strain ATCC 25618 / H37Rv)). M. tuberculosis GlmU acetyltransferase enzyme assay; higher % means a stronger effect. 0.25% of 220,000 active. one-dose inhibition, %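 (tested at 30 µM in the primary screen)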; IC50 in µM for titrated hits; in the data active = inhibition above about 13%;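 also: 0% = complete reaction with vehicle and 100% = reaction without substrate; strong numbers were not always called active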
RmlCD inh 1536 = M. tuberculosis RmlC/RmlD coupled enzyme inhibitors, primary screen, biochemical, compound mixtures, 384-well, from 1536-well plates; inhibition, % at 3.6 µM; AID 1533, 2009; 0.03% of 160,000 active; dTDP-4-dehydrorhamnose reductase (Mycobacterium tuberculosis (strain ATCC 25618 / H37Rv)) …; RmlC+RmlD coupled enzyme assay, percent inhibition; primary screen in compound mixtures; in the data active = inhibition mostly above about 34%, no sharp cut-off; also: some results filed as inactive read as strong as hits
Target sequence (P9WH09 whole entry, looked up): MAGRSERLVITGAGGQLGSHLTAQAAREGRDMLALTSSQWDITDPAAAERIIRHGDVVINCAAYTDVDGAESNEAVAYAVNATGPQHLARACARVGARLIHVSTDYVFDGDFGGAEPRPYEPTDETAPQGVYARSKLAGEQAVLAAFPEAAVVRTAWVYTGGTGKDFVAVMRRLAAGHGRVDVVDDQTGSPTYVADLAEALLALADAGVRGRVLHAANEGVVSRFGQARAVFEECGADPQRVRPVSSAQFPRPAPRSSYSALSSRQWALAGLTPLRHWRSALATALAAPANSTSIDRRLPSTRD
Target sequence (P9WH11 whole entry, looked up): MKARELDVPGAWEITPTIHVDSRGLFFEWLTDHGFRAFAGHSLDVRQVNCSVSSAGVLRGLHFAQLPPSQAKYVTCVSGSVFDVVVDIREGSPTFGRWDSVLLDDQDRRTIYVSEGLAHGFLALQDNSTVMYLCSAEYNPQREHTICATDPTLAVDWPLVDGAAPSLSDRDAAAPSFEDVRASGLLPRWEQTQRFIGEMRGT
* hit, by the source's call; . = no result given. This is a subset, so the mix of outcomes need not match the whole.

SMILES	GlmU inhibition	RmlCD inh 1536
Cc1ccc2nc(Cl)c3cc(C(=O)N(CCN(C)C)Cc4ccco4)sc3c2c1	-9.6%	1.7
CCOc1cc(CNc2ccc(Br)cc2)cc(Br)c1OCC(=O)NC(C)(C)C	1.1%	1.7
CC(=O)Nc1nnc(SCC(=O)N2CCN(Cc3ccccc3)CC2)s1	5.4%	.
O=C(O)c1ccc2c3c(cccc13)C(=O)N(c1cccc3ccccc13)C2=O	-2.9%	-3.2
CCCCNC(=O)CCSc1nc2nc(C)cc(C)n2n1	0.4%	-14.9
O=C(/C=C/c1ccco1)c1ccccc1O	-0.2%	.
O=C(Cn1c(=O)n(-c2ccc(F)cc2)c(=O)c2sccc21)N1CCCC1	0.0%	0.9
CC1=CC(C)(C)N(C(=O)CSc2nccn2C)c2cc(C)ccc21	8.4%	9.7
N/C(Cc1ccc([N+](=O)[O-])cc1)=N\OC(=O)C1CCCCC1	-1.7%	-2.8
COc1ccc2oc(C(=O)OC/C(O)=C(\C#N)c3nc4ccccc4[nH]3)c(C)c2c1	-3.4%	-7.4
CCn1c(SCC(=O)c2ccc3c(c2)OCCO3)nnc1-c1ccco1	-1.1%	4.3
CC(C)=CCC/C(C)=C/CC(C)(C)CNCCN1CCNCC1	-6.0%	.
O=C(NN1CCOCC1)c1ccc(S(=O)(=O)N2CCCCC2)cc1	3.4%	-3.9
CCOc1ccc(CCN2C(=O)C(=O)N([C@H](CCCN(C)Cc3ccccc3)CNCc3ccccc3)C[C@@H]2C(C)C)cc1	-7.4%	.
Cc1cc2cc(CN(Cc3nnnn3C3CCCCC3)CC3CCCO3)c(=O)[nH]c2cc1C (stereo unspecified)	1.3%	.
Cc1cc(C)c(S(=O)(=O)Nc2cccc(/C=C/C(=O)O)c2)c(C)c1	0.9%	.
COC(C[C@@H]1O[C@@H]1C(=O)[C@H](C)OCc1ccccc1)OC	-0.5%	.
Cc1ccc(S(=O)(=O)/N=C2\C(=O)c3ccccc3C([O-])=C2n2cc[n+](CCC(C)C)c2)cc1	-4.3%	.
Oc1[nH]c(N=C2N=c3ccccc3=N2)c2ccccc12	4.6%	-12.3
CC(=O)c1cccc(NS(=O)(=O)c2cc(OCC(N)=O)c(C)cc2Cl)c1	0.5%	10.7
COc1ccc(S(=O)(=O)N2CCCC(C(=O)NC3CCCCC3)C2)cc1 (stereo unspecified)	-1.6%	10.9
O=C(O)CC(CNS(=O)(=O)c1cccc2nsnc12)c1ccccc1 (stereo unspecified)	0.0%	-6.6
COc1ccc(C(C)(C)C)cc1NC(=O)Nc1ccc2c(c1)OCO2	.	-9.7
O=C(Nc1ccccc1NC(=O)NC1CCCCC1)NC1CCCCC1	-3.5%	-11.2
CCOC(=O)c1c(CN2CCCCC2)n(C)c2cc(Br)c(O)c(CN(C)C)c12	2.3%	8.2
Cc1ccc(-c2c3c([nH]c(=S)c2C#N)CCCC3)o1	0.0%	.
O=C(N/N=C/c1cc(O)ccc1[N+](=O)[O-])c1ccc2c(c1)OCCO2	8.5%	7.4
COc1ccc(NC(=S)NC2CCS(=O)(=O)C2)cc1 (stereo unspecified)	4.8%	8.2
O=C(c1cccs1)N1CCN(C/C=C/c2ccccc2)CC1	1.5%	.
O=C(CCc1nc2ccccc2c(=O)[nH]1)OCc1cccc(C(F)(F)F)c1	1.7%	3.7
Cn1c(=O)oc2cc(NC(=O)CCl)ccc21	2.5%	2.6
Cc1cccc(N2CCN(C(c3ccncc3)c3nnnn3C(C)(C)C)CC2)c1C (stereo unspecified)	-2.2%	-7.5
O=C(CSc1ncccn1)N/N=C/c1ccccc1[N+](=O)[O-]	4.2%	6.9
CC(C)N(Cc1ccccc1)C(=S)NCc1ccccc1	-0.9%	-1.2
CCOC(=O)N1CCN(C(=O)c2cc3c(=O)[nH]c4ccccc4c3s2)CC1	.	-7.0
CCCCCCN=C(CC)c1c(O)n(CCCC)c(=O)[nH]c1=O	-0.5%	-7.7
CN1CCN(/C=N/c2c(C#N)cnn2C)CC1	-0.6%	6.9
COc1ccc(OCCC(=O)OCC(=O)NC(=O)NC(C)(C)C)cc1	-0.4%	-32.9
CCN(Cc1ccccc1)c1c(C(=O)O)cnc2c1cnn2C	7.8%	-0.2
Nc1nnc(-c2ccccc2Cl)s1	2.2%	34.1
COc1ccc(/C=C2\SC(=O)N(CCC(=O)Nc3ccccc3)C2=O)cc1OC	0.2%	-4.3
CCN(CC)C(=O)CSc1nc2ccccc2c(=O)n1CCC(=O)NCCc1ccc(OC)c(OC)c1	2.6%	-10.1
O=C(Nc1ccccc1N1CCCCC1)c1ccc(-c2ccc(Cl)cc2)o1	2.3%	.
Nc1nc2nonc2nc1N	-4.3%	.
Cc1cc(C)cc(OC(=O)C23CCC(C)(C(=O)O2)C3(C)C)c1 (stereo unspecified)	-2.5%	.
O=[N+]([O-])c1ccc(CN2CCOCCOCCN(Cc3ccc([N+](=O)[O-])cc3)CCOCC2)cc1	3.9%	7.3
COc1cc(C2C(C#N)=C(N)Oc3cc(C)n(CC4CCCO4)c(=O)c32)cc2c1OCO2 (stereo unspecified)	3.9%	.
CSC(=NC#N)N1CCN(c2ccccn2)CC1	-3.2%	8.0
COC(C(=O)NC1CCCCCCC1)c1ccccc1 (stereo unspecified)	0.7%	-9.3
COc1cc(CNCCN2CCOCC2)ccc1OCC(=O)NC(C)(C)C	-1.8%	-4.5
CCN1CCN(C(=O)c2ccccc2Nc2ccc(SC(F)F)cc2)CC1	4.1%	-54.5
Cc1ccc(OC(=O)COc2ccccc2C)c(-n2nc3ccccc3n2)c1	2.1%	3.9
CC(=O)OCC(=O)[C@@]1(O)[C@H](C)C[C@H]2[C@@H]3CCC4=CC(=O)C=C[C@]4(C)[C@@]3(F)[C@@H](O)C[C@@]21C	-1.9%	.
CC(=O)c1cc2c(cc1NC(=O)CSc1nc3ccccc3o1)OCO2	2.9%	.
COC(=O)c1ccc(SCC(=O)NC2CCCCC2)c([N+](=O)[O-])c1	1.9%	.
Cn1c(NC(=O)COc2ccccc2)cc(=O)n(C)c1=O	3.7%	-20.7
C=CCNc1nc2c3ccccc3n(C(C)=O)c2s1	-0.5%	12.3
C/C(=N\NC(=O)c1cc2ccccc2cc1O)c1cc2ccccc2o1	-0.6%	.
C=C(C)C(=O)Nc1cccc(C2=NOC3(C2)C[C@H](C(N)=O)N(C(=O)c2ccccc2)C3)c1 (stereo partly specified)	3.1%	.
COc1ccc(CC(=O)OCC(=O)Nc2cc(S(=O)(=O)N3CCOCC3)ccc2N2CCCC2)cc1	-6.7%	11.0
Carrying on:
SMILES	GlmU inhibition	RmlCD inh 1536
CCOc1ccccc1NC(=O)NC(=O)N(C)S(=O)(=O)c1ccc(C)cc1	-2.0%	-13.3
O=Cc1ccc2cccnc2n1	-2.3%	6.9
COC(=O)c1cccc(NC(=O)/C=C/c2ccc3c(c2)OCO3)c1	1.8%	4.1
Cc1ccsc1-c1n[nH]c(=S)n1CC(C)C	0.8%	11.3
CCCNC(=O)Nc1ccc2c(c1)N(C)C(=O)c1ccccc1S2	1.9%	-5.5
Cc1ccnc(NC(=O)c2cc([N+](=O)[O-])cc([N+](=O)[O-])c2)c1	-5.1%	-5.7
CC(Sc1nnc(-c2cccs2)n1Cc1ccccc1)C(=O)NCc1ccc2c(c1)OCO2 (stereo unspecified)	0.1%	-5.9
C#Cc1ccc([C@@H]2C=C(C(=O)N3CCN(Cc4ccc5c(c4)OCO5)CC3)O[C@H](OCC)[C@H]2CCCO)cc1	4.8%	.
O=C1CCCC2=C1C(Cc1ccccc1)C1=C(CCCC1=O)O2	-0.4%	.
CCn1cc(CNC(=O)NC2CCCCC2)c(C)n1	1.7%	-7.3
CCCNC(=O)Cn1c(=O)oc2ccccc21	-0.4%	27.8
COc1ccc([N+](=O)[O-])cc1NC(=O)c1cccs1	-7.3%	.
O=[N+]([O-])c1ccc(S(=O)(=O)NCCN2CCOCC2)cc1	-7.1%	0.1
O=C(O)C(Cc1ccccc1)N1C(=O)c2ccccc2C1=O (stereo unspecified)	-1.5%	.
O=C(O)C1C2C=CC(C2)C1C(=O)NCCCN1CCOCC1 (stereo unspecified)	2.8%	.
COc1ccc(COc2cc(-c3cccc(OC)c3)nc3ccc(N)cc23)cc1	2.7%	.
Cc1ccc([N+](=O)[O-])cc1NC(=S)NC(=O)c1ccco1	0.1%	6.4
COc1cc(/C=C/C(=O)O)cc(S(=O)(=O)NCCO)c1OC	-0.8%	8.0
Cc1ccccc1/C=C/c1nc2ccccc2c(=O)n1Cc1ccccc1	-0.7%	4.0
O=C(NCc1cn2ccccc2n1)c1ccc(Br)o1	-0.8%	3.4

A second format for two compounds above:
CCCNC(=O)Nc1ccc2c(c1)N(C)C(=O)c1ccccc1S2
  GlmU inhibition: 1.9%
  RmlCD inh 1536: -5.5

Cc1ccnc(NC(=O)c2cc([N+](=O)[O-])cc([N+](=O)[O-])c2)c1
  GlmU inhibition: -5.1%
  RmlCD inh 1536: -5.7

Next section.
SMILES	GlmU inhibition	RmlCD inh 1536
CN1CCC2(CC1)N=C(c1ccc(F)cc1)C(=S)N2	1.8%	-12.0
O=C(c1ccccn1)N(c1ccccc1)C1(C(=O)NC2CCCCC2)CCCCC1	0.6%	2.5
COc1ccc(NCC(=O)N2CCCC2)cc1Cl	1.0%	-13.1
Cc1cc2cc(OCC(=O)O)ccc2n1C	3.7%	27.2
Nc1c(C(=O)NCCN2CCOCC2)c2nc3ccccc3nc2n1CCc1ccccc1F	-2.2%	-5.1
CCOc1c(Br)ccc2c1sc1nc[nH]c(=O)c12	-3.5%	101.4
Cc1ccc(CC(=O)c2ccc(Cl)cc2)cc1	.	-1.3
Cc1ccc(CN(C(=O)C(F)(F)F)C(C(=O)NC2CCCCC2)c2ccco2)cc1 (stereo unspecified)	-4.3%	5.1
O=S(=O)(NCCCN1CCOCC1)c1ccc2c(c1)OCCO2	-5.3%	9.0
O=C(CSc1nnc(-c2ccccn2)n1Cc1ccccc1)N1CCOCC1	-1.0%	-8.8
C(=N\Nc1nc(Nc2ccccc2)nc(N2CCOCC2)n1)/c1c[nH]c2ccccc12	5.2%	.
O=C(CSc1nccn1-c1ccccc1)NCc1ccc2c(c1)OCO2	3.3%	5.0
CCCCc1ccc(S(=O)(=O)NC2CCS(=O)(=O)C2)cc1 (stereo unspecified)	-1.4%	7.7
Cc1cccc(NC(=O)C(C)n2cc([N+](=O)[O-])cn2)n1 (stereo unspecified)	-5.9%	-7.3
Cc1ccc(N2CCN(C(=S)Nc3ccccc3)CC2)cc1	0.9%	4.2
CC(C)(C)c1cc2cccnc2n1Cc1ccccc1	-0.4%	2.9
COc1ccc(C2C(C(=O)N3CCN(c4ccccn4)CC3)CCC(=O)N2c2cc(OC)c(OC)c(OC)c2)cc1 (stereo unspecified)	0.0%	-5.3
O=C(CN1CCN(Cc2ccc(Cl)cc2)CC1)N/N=C/c1cccs1	-10.8%	-5.5
O=C(Nc1ccc2c(c1)OCO2)C(c1ccc(Cl)cc1)N1CCN(C(=O)c2ccco2)CC1 (stereo unspecified)	-4.2%	-17.8
Cc1ccc(N(CC(=O)NCc2ccncc2)S(C)(=O)=O)cc1Cl	5.3%	.

An excerpt from further up, as a working copy:
SMILES	GlmU inhibition	RmlCD inh 1536
O=C(Nc1ccc2c(c1)OCO2)C(c1ccc(Cl)cc1)N1CCN(C(=O)c2ccco2)CC1 (stereo unspecified)	-4.2%	-17.8
Cc1ccc(N(CC(=O)NCc2ccncc2)S(C)(=O)=O)cc1Cl	5.3%	.

(cont.)
SMILES	GlmU inhibition	RmlCD inh 1536
CC1CCN(c2nc(CN3CCCCC3)nc3scc(-c4ccccc4)c23)CC1	-4.7%	-30.8
O=C(CN1CCOCC1)NN1CC(=O)N(c2ccc(Cl)cc2)CC1=O	2.2%	4.8
COc1ccc(CCNC(=O)CSCc2ccc([N+](=O)[O-])cc2)cc1	4.1%	0.6
OCCNC(=S)NCCc1ccccc1	-2.6%	.
CCC(=NCc1ccco1)c1c(O)n(Cc2ccccc2)c(=O)[nH]c1=O	-1.2%	10.3
CCN(CC)S(=O)(=O)c1ccc2oc(SCC(=O)NCc3ccccc3)nc2c1	-1.8%	-8.2
CCOC(=O)c1cnc(-c2ccccc2)nc1Oc1ccc(Cl)c(Cl)c1	-0.3%	31.6
CCOC(=O)C1CCN(S(=O)(=O)c2cccc(-c3cn4cccc(C)c4n3)c2)CC1	1.6%	13.4
CCN(CC)Cc1cc(CCNC(=O)c2ccc(Cl)cc2)ccc1O	-7.1%	4.9
Fc1ccc(N2CCN(Cc3cn[nH]c3-c3ccccc3)CC2)cc1	-2.6%	16.3
Cc1cc(NC(=O)CCC(=O)N(Cc2ccco2)C(C(=O)NCC2CCCO2)c2ccncc2)no1 (stereo unspecified)	5.8%	.
COC(=O)c1ccc2c(c1)N(C)CCS2	5.8%	6.1
CCOC(=O)N=Nc1c(O)n(CC(=O)OC)c2ccccc12	-3.6%	-6.5
C=CCn1c(=N)c(C(=O)NCCCOC)cc2c(=O)n3cccc(C)c3nc21	2.9%	4.3
O=C(O)CCCn1cc(NC(=O)c2ccc(F)cc2)cn1	4.0%	2.6

Among those listed so far, these have a tert-butyl group:
SMILES	GlmU inhibition	RmlCD inh 1536
CCOc1cc(CNc2ccc(Br)cc2)cc(Br)c1OCC(=O)NC(C)(C)C	1.1%	1.7
COc1ccc(C(C)(C)C)cc1NC(=O)Nc1ccc2c(c1)OCO2	.	-9.7
Cc1cccc(N2CCN(C(c3ccncc3)c3nnnn3C(C)(C)C)CC2)c1C (stereo unspecified)	-2.2%	-7.5
COc1ccc(OCCC(=O)OCC(=O)NC(=O)NC(C)(C)C)cc1	-0.4%	-32.9
COc1cc(CNCCN2CCOCC2)ccc1OCC(=O)NC(C)(C)C	-1.8%	-4.5
CC(C)(C)c1cc2cccnc2n1Cc1ccccc1	-0.4%	2.9

Screening results deposited in PubChem by several laboratories.
